# Compound activity: PubChem, several laboratories
# SRC1 inh – human NCOA1 inhibition. actives 0.12% (n = 360,000). inhibition, % at 3.6 µM. HEK293 GAL4-SRC1 luciferase reporter, luminescence. Q15788;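 active means inhibition above the campaign mean plus 3 SD, with each screening campaign given its own cutoff, cut at about 60% in these data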;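 further: 0% = DMSO treated cells and 100% = gossypol at 36 µM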
# TWEAK Fn14 block – blocks TWEAK-Fn14 interaction in a reporter cell assay; TWEAK-stimulated Fn14 reporter cells, luciferase luminescence, 8 h; inhibition, % at 10 µM; actives 2% (n = 360,000); in the data active means inhibition above about 50%
# NR2F2 inh – blocks human COUP-TFII nuclear receptor | P24468 | inhibition, % at 8.6 µM | AID 686940 | actives 0.7% (n = 370,000) | HEK293T NGFI-A luciferase reporter, luminescence;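 active means inhibition above a per-plate cutoff, mean inhibition of test wells between control levels plus 3 SD, cut at about 38% in these data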;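 further: cells cotransfected with COUP-TFII expression vector driving the NGFI-A reporter; 0% = median of COUP-TF2 test wells and 100% = reporter-only cells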
# ABHD5 PLIN5 PPI – inhibitors of human ABHD5-perilipin-5 interaction | Q00G26+Q8WTS1 | Split G. princeps luciferase complementation, luminescence, 4 h | inhibition, % at 4 µM | actives 0.78% (n = 360,000) | AID 602281;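 active means inhibition above the mean inhibition across every tested compound plus 3 SD, cut at about 22% in these data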;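 further: 0% = DMSO only wells and the 100% control is not disclosed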
# Target sequence (Q00G26 whole entry, looked up): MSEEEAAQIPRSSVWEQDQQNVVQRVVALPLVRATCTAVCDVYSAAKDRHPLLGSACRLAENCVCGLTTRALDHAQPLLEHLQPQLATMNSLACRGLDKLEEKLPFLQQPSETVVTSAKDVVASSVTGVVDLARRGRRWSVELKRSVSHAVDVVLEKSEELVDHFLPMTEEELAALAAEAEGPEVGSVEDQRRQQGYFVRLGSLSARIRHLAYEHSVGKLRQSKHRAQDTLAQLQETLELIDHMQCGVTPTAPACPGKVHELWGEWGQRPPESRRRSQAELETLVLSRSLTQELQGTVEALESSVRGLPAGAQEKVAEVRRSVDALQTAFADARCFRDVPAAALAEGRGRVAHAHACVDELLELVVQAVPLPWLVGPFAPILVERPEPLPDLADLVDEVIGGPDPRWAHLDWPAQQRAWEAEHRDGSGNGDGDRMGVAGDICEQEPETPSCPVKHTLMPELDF
# Target sequence (Q8WTS1 whole entry, looked up): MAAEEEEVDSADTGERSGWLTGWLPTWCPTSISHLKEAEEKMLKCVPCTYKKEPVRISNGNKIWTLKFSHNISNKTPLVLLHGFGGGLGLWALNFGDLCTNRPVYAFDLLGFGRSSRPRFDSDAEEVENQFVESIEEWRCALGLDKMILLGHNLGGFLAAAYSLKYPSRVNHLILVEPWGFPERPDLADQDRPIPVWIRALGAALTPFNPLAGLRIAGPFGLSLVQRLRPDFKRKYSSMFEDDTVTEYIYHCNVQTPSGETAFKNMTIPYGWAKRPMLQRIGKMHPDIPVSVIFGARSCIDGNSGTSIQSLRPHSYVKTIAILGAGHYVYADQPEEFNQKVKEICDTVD
# TROY NFkB inh – blocks TROY-dependent signaling in reporter cells; Q293 LMP1-TROYcd NF-kB luciferase reporter, 4 h; inhibition, % at 10 µM; actives 0.98% (n = 360,000);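 active means compounds whose plate-normalised and pattern-corrected inhibition of the luciferase reporter signal at the single screening dose is 50% or more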
# TLR9-MyD88 block – blocks human TLR9 binding to MyD88 | inhibition, % at 4.98 µM | actives 0.21% (n = 340,000) | Q9NR96+Q99836 | AID 504734 | CHO BLA complementation TLR9-MyD88, CCF4 FRET ratio;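 active means inhibition above the mean over all tested compounds plus 3 SD, cut at about 21% in these data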;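 further: 0% = DMSO only wells and 100% = clavulanate BLA inhibitor control wells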
# Exocytosis inh – blocks lytic granule exocytosis | TALL-104 LAMP-1 surface exposure, flow cytometry; cells stimulated with thapsigargin and PMA | inhibition, % at 10 µM | actives 0.66% (n = 360,000) | AID 651702;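 active means inhibition above about 55%, limit read from the data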
# LRH-1 inv ag – suppresses constitutive activity of human LRH-1; HEK293T StAR-luciferase reporter, LRH-1 transfected, 24 h; O00482; inhibition, % at 3.6 µM; actives 0.13% (n = 360,000);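 active means inhibition above the mean inhibition of all tested compounds plus 3 SD, cut at about 73% in these data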;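 further: 0% = DMSO wells and 100% = reporter-only cells lacking LRH-1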
# NCOA2 inhibitor – human SRC2 (NCOA2) inhibition; Q15596; HEK293 GAL4-SRC2 luciferase reporter, luminescence; inhibition, % at 9 µM; actives 0.17% (n = 370,000); AID 651957;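 active means inhibition above the mean inhibition of all tested compounds plus 3 SD, set per campaign, cut at about 52% in these data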;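 further: 0% = DMSO treated cells and 100% = cells given Gossypol at 36 µM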
# NOD2-RIPK2 inh – blocks binding of human NOD2 to RIPK2 | AID 624267 | actives 0.38% (n = 360,000) | CHO BLA complementation NOD2-RIPK2, CCF4 ratio | inhibition, % at 4.98 µM; in the data active means inhibition above about 21%;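 further: 0% = vehicle only and 100% = reference blocker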
# NCOA3 inh – inhibits human SRC3 coactivator | Q9Y6Q9 | HEK293 GAL4-SRC3 luciferase reporter, luminescence | inhibition, % at 3.6 µM | actives 0.17% (n = 360,000) | AID 588352;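 active means inhibition above a per-campaign cutoff, the mean of all compounds plus 3 SD, cut at about 60% in these data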;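 further: 0% = DMSO-treated cells and 100% = gossypol-treated cells at 36 µM; higher means less SRC3-driven luciferase light from the GAL4 reporter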
# Starred values were filed as active, the others as inactive; x = not tested or not shown. These rows are one share of the data (hit frequency here may not be typical).
SMILES,SRC1 inh,TWEAK Fn14 block,NR2F2 inh,ABHD5 PLIN5 PPI,TROY NFkB inh,TLR9-MyD88 block,Exocytosis inh,LRH-1 inv ag,NCOA2 inhibitor,NOD2-RIPK2 inh,NCOA3 inh
CCCN1CCN(C(=O)C2CCCN(c3ncnc4c3nc3n4CCCCC3)C2)CC1 (stereo unspecified),-15,-7,-18,3,2,0,0,-3,0,-1,4
CC1(Oc2cccc(C#N)c2)CCN(Cc2ccc(-c3ccccn3)cc2)C1 (stereo unspecified),-3,3,9,-1,-5,x,6,5,2,4,1
COc1ccc(C(=O)N2CCN(c3nnnn3-c3ccccc3)CC2)cc1OC,-18,-12,1,-4,1,7,-1,-12,-45,5,-1
CSCCC1NC(=O)N(CC(=O)Nc2ccc(-c3ccccc3)cc2)C1=O (stereo unspecified),-30,-24,-21,5,-19,12,0,7,-20,-4,-2
Oc1cc(O)c(CN2CCOCC2)cc1CN1CCOCC1,-7,29,4,22*,-2,5,-13,5,-1,-1,-10
Cc1ccc(OCCn2cc(C(=S)N3CCCC3)c3ccccc32)cc1C,-10,-81,-48,-8,0,7,2,-38,13,-3,-43
CCCCCCOc1ccc(N2C(=O)CC(N3CCC(C(=O)OCC)CC3)C2=O)cc1 (stereo unspecified),-9,2,21,-2,20,-2,0,3,-24,-6,6
COc1ccccc1C(=O)NCC(=O)OCC(=O)N1CC(C)OC(C)C1 (stereo unspecified),-8,1,-9,1,0,-12,2,5,7,4,15
CN(C(=O)c1cccc(NC(=O)Cc2ccc(NC(=O)C3CCCN(C(=O)C4CCC4)C3)cc2)c1)C1CC1 (stereo unspecified),-16,0,-21,1,-16,2,-2,16,-12,-9,-6
Cc1n[nH]c(=O)nc1N/N=C/c1cccs1,-31,-7,-22,-1,-18,-1,-1,-73,-57,-5,-43
CCN(CC)S(=O)(=O)c1cc(NC(=O)C2=COCCO2)ccc1Cl,17,-27,-21,-1,-6,1,2,12,17,-6,14
Cn1c(CNc2ccc(Br)cc2)nc2ccccc21,-90,11,-30,3,-18,10,-4,-142,-69,-8,-75
CC(=O)OC1CC2(C)C(CCC2(O)C(C)=O)C2CCC3C(Cl)C(=O)CCC3(C)C12 (stereo unspecified),0,5,1,-2,-11,6,-13,-2,-15,11,6
COCC(=O)N(C)c1nnc(-c2ccccn2)s1,-11,0,-7,-4,-36,8,3,-16,-39,-5,2
OC1CCN(C(=S)NCCc2ccccc2)CC1,-30,-3,1,6,-4,-3,-1,-9,-16,3,-6
C/C(=N\OCC(=O)OCC(=O)N(Cc1ccccc1)C(C)(C)C)c1ccc2c(c1)OCO2,5,-16,11,16,3,2,-6,14,-9,1,17
CCc1ccc(NC(=O)Cc2cn(C)c3ccccc23)cc1,-17,-15,2,4,-30,-10,-1,-18,-16,0,-5
O=C(COC(=O)CNC(=O)c1cc(Cl)cc([N+](=O)[O-])c1)NC(=O)NCc1ccco1,12,11,-4,-6,-13,15,5,4,-16,-7,-4
CCCCC(=O)Nc1ccc2c(c1)nc1n2CCN(CCOC)C1,2,12,-3,1,-15,x,-6,-18,4,-3,1
COc1ccc(-c2cc(C(=O)Nc3cc(OC)c(OC)c(OC)c3)no2)cc1OC,-7,-12,x,-1,-2,-3,-4,7,x,4,4
COc1ccc(C(=O)Nn2c(SCc3ccc([N+](=O)[O-])cc3)nc3ccccc3c2=O)cc1,7,73*,18,12,76*,-7,-1,3,-13,-8,-5
O=C(O)COCC(=O)Nc1ccc(-n2nc(C(F)(F)F)cc2-c2cccs2)cc1,7,1,11,0,10,x,-1,-14,5,-3,17
Cc1cc(C)cc(N(C(=O)C2CCCC2)C2C=CS(=O)(=O)C2)c1 (stereo unspecified),-11,7,17,-5,2,-13,-3,3,4,-3,14
O=C(NCC(c1cccs1)N1CCOCC1)C1CCN(S(=O)(=O)c2cc(Cl)ccc2Cl)CC1 (stereo unspecified),-6,1,5,4,7,8,-7,-20,15,-7,7
CCN(CC)Cc1c(O)ccc2c([N+](=O)[O-])c(C)n(-c3ccc(OC)cc3)c12,61*,74*,33,8,36,2,-13,24,47,3,49
C/C(=N\NC(=S)NCc1ccccc1)c1ccco1,-1,3,6,9,-4,-2,7,0,0,3,-21
CCN(CC)C(=O)CC(c1ccc(N(C)C)cc1)c1c(OC)cc(OC)c2c(-c3ccccc3)cc(=O)oc12 (stereo unspecified),-7,-13,4,8,-3,-8,2,-4,8,-2,5
O=C1c2ccccc2C(O)(c2ccccc2)N1CCc1ccccc1 (stereo unspecified),-16,-1,-15,-3,4,-2,-1,-8,5,-3,-6
CN(CC(=O)Nc1cccc(F)c1)C(=O)C1(c2ccccc2)CC1,-2,0,19,-5,14,-14,-2,15,-8,5,-4
CCn1nnnc1SCC(=O)Nc1nc(C)c(C)s1,-42,-10,-17,1,-29,4,0,-25,-50,-3,-27
CCN(CC)c1nc2c(c(=O)[nH]c(=O)n2C)n1Cc1ccccc1,-6,-30,-9,-6,5,3,-1,-6,1,-2,7
CCc1ccc(NC(=O)C(C)OC(=O)CCN2C(=O)C3CC=CCC3C2=O)cc1 (stereo unspecified),-16,1,-6,1,-7,14,-7,4,-4,-9,-9
CC(=O)Nc1cccc(CP(=O)(c2ccccc2)c2ccccc2)c1,-4,-2,11,5,1,-4,3,-3,14,4,-12
C=CCn1c(-c2csc(-c3ccccc3)n2)n[nH]c1=S,-6,-6,2,-5,-9,5,-1,10,-14,9,-5
O=C(COC(=O)c1ccc(Br)o1)NCc1ccccc1Cl,5,-1,9,12,0,-16,-6,-21,-12,-12,9
CCOC(=O)c1[nH]ncc1CN1CCCC(C(=O)c2ccc(C(C)(C)C)cc2)C1 (stereo unspecified),2,2,-8,-4,4,-3,1,-9,2,2,14
NC(=O)CCc1nc2cc(C(F)(F)F)ccc2n(Cc2ccccc2)c1=O,-16,29,-1,2,-15,-3,8,3,-18,3,5
CCCCN(CC)CCNC(=O)c1cc2c(=O)[nH]c3ccc(C)cc3c2s1,-10,-2,4,-1,-12,-3,14,0,0,1,1
CCOC(=O)c1c(C)[nH]c(C(=O)COC(=O)CNC(=O)c2ccc(Cl)cc2Cl)c1C,-18,6,1,0,1,0,0,-1,-18,2,-10
CCOc1cc(NC(=S)NCc2ccco2)c(OCC)cc1NC(=O)c1ccco1,13,-22,10,1,4,-4,-1,1,7,-3,3
CC(=O)N1CC(C)Sc2ccc(S(=O)(=O)NCc3ccc(Cl)cc3)cc21 (stereo unspecified),10,18,28,2,17,-5,2,-3,15,-6,8
O=C(CCc1ccccc1)Nc1ccccc1C(=O)N1CCOCC1,12,6,-11,-3,-10,-1,1,-5,5,-1,12
CC1Cc2cc(/C(O)=C3/C(=O)C(=O)N(CCCn4ccnc4)C3c3cccnc3)ccc2O1 (stereo unspecified),-8,-6,7,7,-28,-3,-1,5,-29,-4,1
CC(=O)c1cccc(NC(=O)/C(=C\c2ccco2)NC(=O)c2cccs2)c1,-2,8,-20,6,-10,-9,0,-3,-9,4,10
COc1ccc(CNC(=O)C(c2ccncc2)N(C(=O)Cc2cccs2)c2cccnc2)cc1 (stereo unspecified),-14,1,-12,0,8,-7,0,1,1,-11,3

# Entries of single compounds, quoted from the list. Order of values: SRC1 inh	TWEAK Fn14 block	NR2F2 inh	ABHD5 PLIN5 PPI	TROY NFkB inh	TLR9-MyD88 block	Exocytosis inh	LRH-1 inv ag	NCOA2 inhibitor	NOD2-RIPK2 inh	NCOA3 inh
# Profile of `CCOc1cc(NC(=S)NCc2ccco2)c(OCC)cc1NC(=O)c1ccco1` : 13	-22	10	1	4	-4	-1	1	7	-3	3
# Profile of `CCOC(=O)c1[nH]ncc1CN1CCCC(C(=O)c2ccc(C(C)(C)C)cc2)C1` (stereo unspecified) : 2	2	-8	-4	4	-3	1	-9	2	2	14

# Further results
SMILES,SRC1 inh,TWEAK Fn14 block,NR2F2 inh,ABHD5 PLIN5 PPI,TROY NFkB inh,TLR9-MyD88 block,Exocytosis inh,LRH-1 inv ag,NCOA2 inhibitor,NOD2-RIPK2 inh,NCOA3 inh
O=C(O)/C=C/c1cccc(NC(=O)Nc2ccc([N+](=O)[O-])cc2)c1,5,10,-15,-5,9,-2,-12,8,-8,-5,0
CC(C)OCCCNCc1cccs1,-14,-4,7,-1,11,-13,-2,-14,2,4,0
O=C(O)Cc1c(-c2ccccc2Cl)c2cc(Br)ccc2[nH]c1=O,2,24,-5,-6,8,-2,1,-2,-10,-1,-1
O=C(COc1ccc(C(=O)c2ccccc2)cc1)NC1CCCCCC1,-63,37,12,-5,23,-2,0,4,8,2,25
COC(=O)CCC/C=C1/SCC(NC(=O)c2ccccc2)C1NC(C)=O (stereo unspecified),-5,11,7,-3,2,2,-4,-14,-11,-5,7
COCCOc1ccc(C(F)(F)F)cc1Nc1nc2ccccc2o1,-69,0,15,0,1,-3,7,11,-30,-7,-6
NS(=O)(=O)c1cc(Cl)c(Cl)c(S(N)(=O)=O)c1,2,-3,4,-5,0,-6,1,-4,-16,4,-3
CN1C(=O)[C@@H]2[C@@H]3C[C@@H]([C@H]4ON=C(c5ccc(Cl)cc5)[C@@H]34)[C@@H]2C1=O,-10,5,0,-3,10,1,-1,11,-7,4,-2
CCOP(=O)(c1ccccc1)C1(O)CCCCC1 (stereo unspecified),-14,3,-7,-4,4,5,-1,-23,-51,-10,17
CC(=O)N1CCc2cc(S(=O)(=O)NCCC(=O)NCCc3ccc(Cl)cc3)ccc21,16,19,30,1,10,-2,3,4,8,-1,36
Cc1cc(C)n(-c2cc(N3CCN(S(=O)(=O)c4ccc(Cl)cc4)CC3)ccc2[N+](=O)[O-])n1,-2,-4,25,7,6,1,0,-12,9,9,-9
Cc1cc(C)n(CCOc2nonc2N)n1,16,6,9,2,1,0,-3,16,7,-8,3
CC1CCN(c2ccc3c(c2)S(=O)(=O)c2cccc(C(=O)NC4CCCCC4)c2C3=O)CC1,-17,2,-9,-1,-20,5,-4,-3,-3,3,-12
COc1ccc(OCC(=O)Nc2ccc(N3CCN(C(=O)c4ccccc4C)CC3)cc2)cc1,15,-3,-24,16,-17,4,2,10,11,2,12
COC(=O)CCNS(=O)(=O)c1ccc2ccccc2c1,11,-10,-8,2,5,8,-1,22,-7,-7,-54
O=C(Nc1ccc(Cl)c(S(=O)(=O)N2CCOCC2)c1)[C@@H]1CCCN1C(=O)c1cccs1,-46,4,-7,-8,-2,-1,0,11,-12,1,4
CC(=O)NS(=O)(=O)c1ccc(NC(=O)CSc2ccccc2)cc1,-2,-10,1,3,8,-9,17,-10,-18,9,21
CCCCNC(=O)C1(C)CCN1C(=O)c1cc(-c2ccccc2)cs1 (stereo unspecified),-2,-9,-6,2,-10,x,-3,2,-2,-2,-23
Cc1nnc(SCC(N)=O)n1CC1CCCO1 (stereo unspecified),11,-1,11,-5,7,-9,3,-2,-1,-4,-15
O=C(Cc1c(C(=O)O)[nH]c2ccccc12)NCCN1CCN(c2ccccc2F)CC1,8,5,-4,0,-8,1,3,7,-8,-6,-1
CC1(C)C2CCC(C2)C1(C)NC(=O)CN1CCOCC1 (stereo unspecified),-7,10,-7,1,3,2,-3,5,8,0,-8
CC(C(=O)Nc1ccccc1)N1CCN(C(=O)c2ccco2)CC1 (stereo unspecified),1,7,-22,-8,9,-6,6,-6,7,-4,-16
CCOC(=O)CCCCCC(=O)Nc1ccc2c(c1)C(=O)N([C@H](C)CO)C[C@H](C)[C@H](CN(C)C(=O)C1CCCCC1)OCCCC[C@@H](C)O2,3,2,9,7,0,4,0,21,1,3,-8
